Source: PubChem
APE1 inh: qHTS Assay for Inhibitors of the Human Apurinic/apyrimidinic Endonuclease 1 (APE1); DNA repair nuclease/redox regulator APEX1 (Homo sapiens), P27695; recombinant APE1, TAMRA/BHQ-2 abasic DNA cleavage fluorescence; Potency, µM (doses to about 65.8 µM), for inactives: at the highest dose activity change, negative = inhibition, hits mostly inhibitors; 350,000 tested, 0.35% active; AID 2517, 2012;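 also: plate controls were vehicle for no effect and reference inhibitor for full effect; nearly all actives have a fitted effect of over 55% in size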
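APE1 at 0.75 nM final was preincubated with compound 15 min at room temperature, then 50 nM double-stranded THF abasic-site substrate (5'-TAMRA/3'-BHQ-2) was added. Fluorescence (ex 525/em 598 nm) was read kinetically; third-minus-first read gave activity.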
POLI inh: qHTS for Inhibitors of Polymerase Iota. DNA polymerase iota (Homo sapiens), Q9UNA4. Pol iota fluorescent replication assay, 10 min. Potency, µM (series often up to 115 µM), without a hit: at the top dose activity, negative = inhibition, most hits filed as inhibitors. 390,000 tested, 1% active. AID 588590, 2011
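Fluorescent replication assay read twice, at 0 min and 10 min after adding 50 nM (final) substrate. Enzyme (10 nM) and compounds were first incubated 15 min at room temperature; enzyme-free buffer wells were negative controls.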
POLK inh: qHTS for Inhibitors of Polymerase Kappa. DNA polymerase kappa (Homo sapiens), Q9UBT6. purified Pol kappa, fluorescent DNA synthesis assay, 10 min. Potency, µM (highest dose often 107 µM), without a hit: top-dose activity, negative = inhibition, most hits filed as inhibitors. 400,000 tested, 0.53% active. AID 588579, 2011; also: % is scaled to controls: 0 for no effect and ±100 for the full control effect
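Kinetic fluorescence screen: compound preincubated 15 min RT with 10 nM enzyme; 50 nM substrate (final) initiates; reads at 0/10 min.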
BAZ2B block: qHTS Assay for Inhibitors of BAZ2B | Bromodomain adjacent to zinc finger domain protein 2B (Homo sapiens), Q9UIF8 | AlphaScreen BAZ2B-H3K14Ac peptide displacement | Potency, µM (top dose mostly 114 µM), inactives show at the top dose activity change, negative = inhibition, hits mostly inhibitors | 360,000 tested, 4.4% active | AID 504333, 2011; also: % is scaled to controls: 0 for no effect and ±100 for the full control effect; nearly all actives have a fitted effect of over 60% in size
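Complex of BAZ2B and biotin-H3K14Ac (50 nM apiece) forms over 30 min at RT, then faces library compounds up to 110 uM for another 30 min; AlphaScreen beads added, 20 min dark incubation, luminescence read.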
POLB inh: qHTS Assay for Inhibitors of DNA Polymerase Beta; Pol beta primer extension/strand displacement, fluorescence kinetic; 340,000 tested, 1.3% active; P06746; Potency, µM (titrated, usually from 114 µM), for the others: top-dose activity change, negative = inhibition, usual class: inhibitors; AID 485314, 2010; also: % is scaled to controls: 0 for no effect and ±100 for the full control effect
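Values derive from four-parameter Hill fits of normalized kinetic data: reads at 0 and 10 min following addition of 50 nM substrate to 10 nM Pol beta preincubated 15 min with compound.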
Apoferritin bind: qHTS Assay for Identification of Novel General Anesthetics; 350,000 tested, 0.074% active; apoferritin/1-aminoanthracene competitive binding, fluorescence; Potency, µM (series often up to 77.5 µM), without a hit: at the highest dose activity change, negative = displacement, actives largely listed as inhibitors; Ferritin light chain (Equus caballus), P02791; also: % is scaled to controls: 0 for no effect and ±100 for the full control effect; nearly all actives have a fitted effect of over 20% in size
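Horse-spleen apoferritin (10 uM) was mixed with 50% saturated 1-aminoanthracene in PBS, exposed to compounds for 10 min at room temperature, and read for fluorescence (ex 380 nm, em 535 nm). Competitive displacement was fitted with a four-parameter Hill equation.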
POLH inh: qHTS for Inhibitors of Polymerase Eta. DNA polymerase eta (Homo sapiens), Q9Y253. recombinant Pol eta, fluorescent DNA replication assay. Potency, µM (top dose mostly 114 µM), for the others: top-dose activity change, negative = inhibition, usual class: inhibitors. 390,000 tested, 1.2% active; also: % is scaled to controls: 0 for no effect and ±100 for the full control effect
Target sequence (Q9Y253 whole entry, looked up): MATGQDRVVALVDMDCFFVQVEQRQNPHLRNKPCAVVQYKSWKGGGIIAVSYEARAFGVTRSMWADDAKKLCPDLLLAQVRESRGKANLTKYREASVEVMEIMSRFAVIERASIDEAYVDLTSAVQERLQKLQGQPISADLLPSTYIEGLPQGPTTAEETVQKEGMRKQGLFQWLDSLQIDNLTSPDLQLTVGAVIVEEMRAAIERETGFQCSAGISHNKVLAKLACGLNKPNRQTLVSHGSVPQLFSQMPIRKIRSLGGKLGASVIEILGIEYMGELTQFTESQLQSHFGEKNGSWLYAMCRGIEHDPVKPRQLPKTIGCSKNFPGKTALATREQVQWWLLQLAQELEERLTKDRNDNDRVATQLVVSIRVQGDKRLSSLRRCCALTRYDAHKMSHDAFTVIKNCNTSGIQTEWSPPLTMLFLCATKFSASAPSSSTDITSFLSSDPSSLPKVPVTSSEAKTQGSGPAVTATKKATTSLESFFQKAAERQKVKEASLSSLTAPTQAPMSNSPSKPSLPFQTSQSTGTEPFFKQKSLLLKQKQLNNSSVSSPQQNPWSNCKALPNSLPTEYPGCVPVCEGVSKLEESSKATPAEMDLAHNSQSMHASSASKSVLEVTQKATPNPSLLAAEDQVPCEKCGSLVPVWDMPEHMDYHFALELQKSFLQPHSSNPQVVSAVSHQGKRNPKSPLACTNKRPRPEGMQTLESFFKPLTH
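Fluorescent replication assay: 50 nM final substrate added after a 15 min room-temperature compound preincubation with 10 nM enzyme. Signal taken at 0 min and again at 10 min.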
G9a inh: qHTS Assay for Inhibitors of Histone Lysine Methyltransferase G9a; 350,000 tested, 8.8% active; G9a H3K9 monomethylation, AlphaScreen, 2 h; Histone-lysine N-methyltransferase EHMT2 (Homo sapiens), Q96KQ7; Potency, µM (series often up to 102 µM), inactives show at the top dose activity, negative = inhibition, usual class: inhibitors; also: % is scaled to controls: 0 for no effect and ±100 for the full control effect; nearly all actives have a fitted effect of over 75% in size
Target sequence (Q96KQ7 913-1193 limits assumed): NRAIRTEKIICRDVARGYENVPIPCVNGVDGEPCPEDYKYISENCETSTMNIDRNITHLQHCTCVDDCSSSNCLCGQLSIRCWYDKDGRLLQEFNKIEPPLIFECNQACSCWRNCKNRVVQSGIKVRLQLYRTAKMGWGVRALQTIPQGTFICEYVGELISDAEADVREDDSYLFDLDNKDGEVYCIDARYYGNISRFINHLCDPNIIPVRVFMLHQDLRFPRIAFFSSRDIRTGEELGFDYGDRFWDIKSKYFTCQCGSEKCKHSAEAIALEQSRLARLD
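Signal arises when biotinylated H3K9 peptide, once monomethylated, bridges streptavidin donor and antibody-captured acceptor beads. Enzyme at 20 nM was preincubated 15 min with test compounds; peptide 500 nM and SAM 20 uM then reacted for 2 h.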
BLM inh: qHTS Assay for Inhibitors of Bloom's syndrome helicase (BLM); 350,000 tested, 0.2% active; RecQ-like DNA helicase BLM (Homo sapiens), P54132; Potency, µM (highest dose often 56.1 µM), without a hit: top-dose activity change, negative = inhibition, hits mostly inhibitors; recombinant BLM DNA unwinding, fluorescence dequenching;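 also: plate controls were vehicle for no effect and no enzyme for full effect; nearly all actives have a fitted effect of over 35% in size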
An asterisk follows results filed as active; ? = inconclusive; · = no result given; & = joins results of further samples; [ ] = another dose, or the depositor's remark. Calls follow the shape of the dose curve; as a rule, active = well fitted curve in the direction sought with a large enough effect; inconclusive = small, poorly fitted or top-dose-only effect, or another doubt; inactive = no such curve, though single readings can be large; an effect the other way counts as inactive or inconclusive. Potency is read from the fitted curve at half-maximal effect. This is a subset, so the mix of outcomes need not match the whole.

Molecule | APE1 inh | POLI inh | POLK inh | BAZ2B block | POLB inh | Apoferritin bind | POLH inh | G9a inh | BLM inh
CCOC(=O)[C@H]1[C@H]2COc3ccc(Br)cc3[C@@H]2N2C(=O)c3cc(Br)ccc3NC(=O)[C@@]12C | 21.1% | ? | -17.1% | -1.9% | · | · | -13.6% | 17.8%[2.33 µM] | ·
O=C(C1CCC(=O)N(C2CC2)C1)N(CCO)Cc1ccccc1 (stereo not drawn) | 3.0% | 15.5% | 3.0% | -23.0% | 28.5% | -6.7% | -5.8% | -4.8% | 1.0%
O=C(O)CCc1nc2ccccc2n(CCc2ccccc2)c1=O | -3.9% | 10.0% | 0.0% | -33.5% | ? | -8.7% | ? | ? | -6.9%
CCCc1c(C)nn(C(=O)/C(C#N)=N/Nc2ccccc2[N+](=O)[O-])c1C | 10.3% | 1.0% | -2.4% | ? | 27.4% | ? | -4.2% | 1.2% | -4.2%
CC(=O)Nc1ccc(S(=O)(=O)Nc2nnc(C(C)C)s2)cc1 | 13.8% | 9.0% | -3.0% | ? | 14.3% | -6.5% | 3.6% | 25.1µM* | -5.8%
CC1=C(C(=O)Nc2ccccc2)C(c2ccco2)NC(=S)N1 (stereo not drawn) | 0.7% | -0.3% | -14.9% | 9.6%[57.1 µM] | 40.8% | -8.5% | 2.6% | -2.0% | -1.5%
CCC(=O)NNc1ccc(Br)cc1 | -3.6% | 8.5% | 0.0% | -11.2% | -1.6% | -1.9% | -15.8% | ? | -2.4%
Cc1ccc(C2(C)NC(=O)N(CC(=O)Nc3ccc4c(c3)OCO4)C2=O)cc1 (stereo not drawn) | -2.9% | 3.9% | -1.8% | -2.3% | 3.3% | ? | 0.2% | -20.4%[12.7 µM] | 3.0%
Cc1cccc(-c2nc3c(c(SCC(=O)N(C)C)n2)CCCC3)c1 | 0.3% | -14.9% | -5.0% | 5.3% | -13.0% | 6.1% | -8.3% | 6.4%[59 µM] | -2.6%
CN(C)CCN(Cc1ccco1)C(=O)c1cc2c(s1)-c1ccccc1OC2 | · | 16.6% | -6.5% | -14.7% | 2.3% | 600.3%[activator] | -18.1% | 7.4%[59 µM] | 3.9%
COc1ccccc1N1CCN(C2CCCN(C(=O)CCn3cncn3)C2)CC1 (stereo not drawn) | 50.9%[activator] | -3.3% | -16.7% | -4.4% | 24.4% | -6.8% | -2.1% | -1.8% | -3.5%
C[C@@H]1CN([C@@H](C)CO)C(=O)Cc2cc(NC(=O)Nc3ccc4c(c3)OCO4)ccc2O[C@@H]1CN(C)C(=O)NC1CCCCC1 | 16.6% | -12.2% | 5.7% | · | · | · | -10.9% | · | ·
CC(=O)c1ccc(NC(=S)N2CCCC(CO)C2)cc1 (stereo not drawn) | 1.5% | 110.6%[activator] | -6.9% | -7.6% | 32.3%[activator] | -19.3% | -4.0% | 16.1%[59 µM] | -10.1%
COc1cccc(NC(=O)CN(C)C(=O)C(CCSC)NC(=O)c2ccco2)c1 (stereo not drawn) | 2.1% | 16.6% | -7.0% | -4.9% | · | · | -4.3% | 14.6%[12.7 µM] | ·
Cc1ccc(C)c(Cn2c3ccccc3c3cnn(CC(=O)NCCCN4CCCCC4)c(=O)c32)c1 | -3.3% | 8.4% | -2.9% | -14.4% | 42.0% | -11.2% | -4.5% | · | -2.7%
O=C(NC1CCCCC1)c1ccc2c(c1)N(Cc1ccccc1)C(=O)c1ccccc1S2 | · | 10.8% | -2.7%[60.1 µM] | -1.4% | 0.3% | -0.7% | -18.0% | -19.4%[59 µM] | -6.0%
Cc1ccc(-n2c(SCC(=O)OC(C)C)nnc2-c2ccncc2)cc1 | -4.7% | 12.8% | -11.8% | -4.2% | 18.3% | -13.9% | -15.1% | ? | 3.0%
Cc1ccc(OCCSc2nc3ccccc3n2CC(=O)O)cc1 | 4.2% | 138.1%[activator] | 1.6% | 5.8% | 20.9% | -6.7% | -9.1% | · | 0.2%
CCOc1ccc(NC(=O)c2nccnc2CO)cc1 | ? | 17.3% | -0.6% | 4.2% | 26.6% | -11.8% | 6.7% | -0.6%[59 µM] | 0.2%
CC(=O)C1=C(O)C(=O)N(Cc2ccccc2)C1c1ccc(N(C)C)cc1 (stereo not drawn) | -3.7% | -13.1% | -18.1% | -30.6% | 17.8% | 1.1% | -0.3% | · | 0.1%
N#Cc1cc2[nH]c(=O)c(=O)[nH]c2cc1[N+](=O)[O-] | -3.6%&-6.5% | -23.7% | -0.4% | · | · | -6.2% | · | · | -4.5%&-1.3%
CCOC(=O)C1=C(C)OC(N)=C(C#N)C1c1ccsc1 (stereo not drawn) | -4.0% | 5.5% | 0.1% | -37.5% | 0.1% | -12.1% | -14.0% | 10µM* | 1.2%
O=C(N/N=C/c1coc2ccccc2c1=O)c1cccc([N+](=O)[O-])c1 | 1.3% | 93.3%[activator] | -9.9% | -2.9% | 30.7% | -19.9% | -18.4% | 14.5% | -3.8%
CCC(C)(C(=O)NC1CCCCC1)N(C(=O)c1ccccn1)c1ccccc1 (stereo not drawn) | -4.8% | 22.8% | 6.7% | ? | 5.1% | -4.8% | -16.6% | -0.1% | -2.1%
Cc1ccc2c(c1)c1c(c(=O)n(-c3ccccc3)c(=O)n1CC(=O)NCC1CCCO1)n2C (stereo not drawn) | 7.6% | 28.9%&0.1% | 9.2%&-1.0% | ? | ? | 1.5%&0.4% | 5.3%&-7.8% | -5.0% | -4.7%&-3.9%
COc1ccc(NS(=O)(=O)c2cccc(C(=O)N3CCCCCC3)c2)cc1 | 4.8% | 23.7% | -3.6% | -4.3% | · | · | -1.5% | 3.3% | ·
Cc1cccc(-c2nnc(NC(=O)c3ccc(N4C(=O)CCC4=O)cc3)s2)c1 | 11.3% | 6.5% | -28.0% | 1.9% | 3.9% | 8.9% | 12.4% | ? | 2.1%
S=c1[nH]nc(-c2ccccc2)o1 | -3.1% | 44.9%[activator] | -13.1% | 79.4µM* | -2.2% | -5.6% | -24.1% | ? | 1.8%
Cc1ccc(NC(=O)C(=O)NCC2(c3ccccc3)CCCC2)cc1Cl | · | -5.6% | -4.1% | 1.5% | 65.3% | -2.6% | 0.8% | 1.9%[59 µM] | 1.4%
Cc1c(C(=O)N(C)CCC#N)oc2ccc(S(=O)(=O)N3CC(C)CC(C)C3)cc12 (stereo not drawn) | -10.8% | 11.1% | -11.5% | -12.0% | 9.1% | -11.8% | -10.5% | 22.1% | -2.0%
CCC(C)(C)n1nnnc1C(c1ccc(C)cc1)N1CCN(Cc2cccnc2)CC1 (stereo not drawn) | 1.5% | 21.7% | -4.4% | -5.9% | 6.9% | -18.7% | -12.8% | ? | 0.8%
CCc1cc(-c2[nH]ncc2-c2ccc(OC)cc2)c(O)cc1O | -13.0% | 49.7%[activator] | 1.2% | ? | 0.6% | -6.4% | -12.6% | 12.3%[2.33 µM] | -9.6%
COc1ccccc1CNC(=O)CN1N=C(c2ccccc2)CCC1=O | · | 5.8% | -5.3%[60.1 µM] | 4.2% | ? | ? | -14.7% | -2.5%[59 µM] | -2.0%
COc1ccc(NC(=O)CSc2nnc(C)n2C2CC2)cc1S(=O)(=O)N1CCOCC1 | -0.1% | ? | -18.0% | -5.9% | · | · | -0.1% | ? | ·
CN(C(=O)CSc1n[nH]c(N)n1)C1CCCCC1 | 55.2%[activator] | -1.1% | -10.8% | · | · | · | -8.5% | · | ·
C(=N\Nc1ccccc1)/c1nc2ccccc2s1 | 2.4% | -9.8% | -1.6% | -16.3% | 4.8% | -2.2% | -8.2% | · | -16.4%
CCOc1ccc(C(=O)N2CCN(S(=O)(=O)c3cccs3)CC2)c(OCC)c1 | -1.3% | 27.9% | -2.5% | 6.4% | 3.3% | -1.4% | -12.8% | · | -1.5%
Cc1nn(C)cc1CN(C)C(=O)c1nn2c(c1Cl)NC(c1cccs1)CC2C(F)(F)F (stereo not drawn) | -2.6% | 21.4% | -6.1% | -9.6% | 3.5% | -6.3% | 1.6% | 22.7%[12.7 µM] | 1.2%
CCN(CC)C(=O)CSCC(=O)Nc1ccccc1 | -2.2% | 9.3% | -2.4% | 14.3% | -16.2% | -5.6% | 0.6% | 1.8% | 1.8%
Cc1cc(S(=O)(=O)NC[C@H]2O[C@@H](n3cnc4c(N)ncnc43)[C@H](O)[C@@H]2O)c(C)s1 | -13.1% | -5.4% | -5.3% | · | · | · | 2.9% | · | ·
Cc1ccc(CCN2C(=O)c3ccccc3C2C(=O)NCc2cccnc2)cc1 (stereo not drawn) | -3.2% | 73.3%[activator] | -17.3% | -1.8% | 35.5% | 40.0%[activator] | -12.7% | 5.7% | -1.3%

G9a inh, entries above that show a hit
SMILES	APE1 inh	POLI inh	POLK inh	BAZ2B block	Apoferritin bind	POLH inh	G9a inh	BLM inh
CC(=O)Nc1ccc(S(=O)(=O)Nc2nnc(C(C)C)s2)cc1	13.8%	9.0%	-3.0%	?	-6.5%	3.6%	25.1µM*	-5.8%
CCOC(=O)C1=C(C)OC(N)=C(C#N)C1c1ccsc1 (stereo not drawn)	-4.0%	5.5%	0.1%	-37.5%	-12.1%	-14.0%	10µM*	1.2%
